Compound activity (PubChem)
Lipid storage S3 = qHTS Assay for Lipid Storage Modulators in Drosophila S3 Cells. Drosophila S3 cells, BODIPY lipid droplet fluorescence, 18-24 h; cells fed with added oleic acid. Potency in µM for hits, for the others lipid storage change, negative = inhibition, % at the top dose, mostly 46.1 µM. hit rate 0.64% among 320,000; active means well fitted inhibition curve with a large enough effect in the signal ratio, with a control signal flat, not every such curve was filed as active; inconclusive means small, poorly fitted or top-dose-only effect, or effect the other way, or a change in a side signal; the % refers to the signal ratio
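Drosophila S3 cells got compounds at several concentrations plus oleic acid (400 uM solution). Laser-scanning cytometry with 488 nm excitation read lipid droplets at 500-530 nm and cells at 575-640 nm. Percent activity was relative to 20 uM Triacsin C.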
Lipid storage S3 cell count max = also measured in Lipid storage S3; calls as there; cell number change, %; measured here: cell count max response;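 cells counted by Cell Tracker Red CMTPX staining in the red channel; peak over a dose series mostly up to 46.1 µM; percent activity relative to internal control wells on each plate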
* = called active by the depositor; i = inactive; u = inconclusive; x = no result given. On the % scale 0 is the no-effect control and ±100 the full control effect; potency means the concentration at half of the fitted maximal effect. Not all compounds are listed, so the mix of outcomes need not match the whole.

compound | Lipid storage S3 | Lipid storage S3 cell count max
CCC1CCCCN1CCCNC(=O)CN1C(=O)CSc2ccc(S(=O)(=O)N3CCC(C)CC3)cc21 (stereo not drawn) | u | x
O=C(CN1C(=O)COc2ccc(S(=O)(=O)N3CCCCC3)cc21)NCc1ccccc1Cl | i | 5.9
COC(=O)c1ccccc1NC(=O)c1noc2c1CCCC2 | u | x
Cc1ccc(S(=O)(=O)N(CC(=O)N2CCc3ccccc3C2)c2ccc(Cl)c(Cl)c2)cc1 | 8.7% | 15.4
C#CC[N+]1(CC#Cc2cccc(C)c2)CCCCC1 | 3.0% | x
CCOC(=O)N1CCC(N(CCOC)C(=O)Nc2ccc(CC)cc2)CC1 | u | x
COC1OC(COC(=O)CNC(=O)OC(C)(C)C)C(O)C(O)C1O (stereo not drawn) | -4.6% | -14.8
CCOC(=O)c1[nH]c(C)c(C(=O)Nc2ccc3c(c2)OCCO3)c1C | -10.7% | -9.9
C[C@H](Nc1ncnc2sc3c(c12)CCC3)C(=O)O | -0.7% | x
CCCCn1c(SCC(N)=O)nnc1-c1ccco1 | 21.1% | 2.9
CC(C)(CNC(=S)NCCc1ccccc1)CNC(=S)NCCc1ccccc1 | u | x
Cc1ccc(C(=O)O/N=C/C2=C(Cl)c3ccccc3CC2)cc1 | u | x
COc1ccc(-c2nc(C#N)c(N3CCN(c4cccc(Cl)c4)CC3)o2)cc1OC | i | 10.7
Cc1ccc(NC(=O)CN2C(=O)N/C(=C/c3cccn3-c3ccc(C(=O)O)cc3)C2=O)cc1 | -10.7% | -15.0
Cc1csc(NC(=O)CSc2nncc(=O)n2N)n1 | u | x
NS(=O)(=O)c1ccc(NC(=O)CSc2nc3c(cnn3-c3ccccn3)c(=O)[nH]2)cc1 | -6.8% | -11.4
CC(=O)NC(c1ccco1)c1ccc2cccnc2c1O (stereo not drawn) | 6.5% | -13.4
COc1ccc(NC2CCCN(C(=O)CN3CCOC3=O)C2)cc1 (stereo not drawn) | u | x
CC1(C)N=C(c2ccc(Cl)cc2Cl)C(=O)N1 | u | x
CCCCCn1c(=O)[nH]c2cc(C(=O)NCCc3ccc(OC)c(OC)c3)ccc2c1=O | u | x
Cc1ccc(S(=O)(=O)N(C)CC(=O)N2CC(C)OC(C)C2)cc1 (stereo not drawn) | 0.8% | -10.1
COc1ccc(C(C(=O)NC2CCCCC2)N(C(=O)CCl)c2ccccc2Cl)cc1 (stereo not drawn) | 18.9% | -5.9
Cc1ccc(NC(=O)CSc2nnc(C3CC3)n2CC2CCCO2)cc1C (stereo not drawn) | u | x
CC1CCN(S(=O)(=O)N2CCN(C(=O)c3ccc4c(c3)OCO4)CC2)CC1 | u | x
Cc1ccc2[nH]c(C)cc(=S)c2c1 | u | x

4 entries from above, with values ahead of the structure.
Lipid storage S3,Lipid storage S3 cell count max,molecule
u,x,CCC1CCCCN1CCCNC(=O)CN1C(=O)CSc2ccc(S(=O)(=O)N3CCC(C)CC3)cc21 (stereo not drawn)
-10.7%,-9.9,CCOC(=O)c1[nH]c(C)c(C(=O)Nc2ccc3c(c2)OCCO3)c1C
u,x,Cc1ccc(C(=O)O/N=C/C2=C(Cl)c3ccccc3CC2)cc1
u,x,CC1CCN(S(=O)(=O)N2CCN(C(=O)c3ccc4c(c3)OCO4)CC2)CC1

New compounds follow:
compound | Lipid storage S3 | Lipid storage S3 cell count max
NC(=O)COC(=O)c1ccccc1OCc1ccccc1Cl | u | x
CCOC(=O)C1CCCN(CCC(=O)Nc2ccc(C)c(C)c2)C1 (stereo not drawn) | 3.8% | 17.0
Clc1ccc(Cl)c(OCCCCNCc2ccccc2)c1 | u | x
Cc1ccccc1NC(=S)N(CCCN1CCOCC1)Cc1cccnc1 | u | x
CC(=O)c1cccc(NC(=S)NC(=O)c2cccc(Cl)c2)c1 | u | x
O=[N+]([O-])c1ccc(O)c(C2=NNC(c3ccccc3F)C2)c1 (stereo not drawn) | u | x
O=S(=O)(NCc1ccccc1)NCc1cccc(C(F)(F)F)c1 | u | x
Cc1nnc(SCC(=O)Nc2cc(C(F)(F)F)ccc2Cl)n1C | u | x
Cc1ccccc1CN1CCC(Oc2ccc(C(=O)N3CCCC3)cc2)CC1 | -5.8% | 6.8
CCOc1ccccc1NC(=O)C1CC(=O)n2ncnc2N1 (stereo not drawn) | i | 14.6
O=C(Nc1ccccc1)C1=C[C@H](c2coc3ccccc3c2=O)C[C@H](OCCCCO)O1 | -9.9% | -10.5
COc1ccc(C2(C)NC(=O)N(CC3CCCCC3)C2=O)cc1 (stereo not drawn) | u | x
CC(C(=O)NC1=NCCS1)N1C(=O)c2ccccc2C1=O (stereo not drawn) | 4.6% | -6.0
COc1ccc(SCC(=O)c2cc(C)c(OC(=S)N(C)C)c(C)c2)cc1 | u | x
O=C(CSc1nc(O)c(C(c2ccccc2)c2ccccc2)c(=O)[nH]1)N1CCOCC1 | u | x
COc1ccc(C)cc1NC(=O)C(Sc1ccccc1)c1ccccc1 (stereo not drawn) | u | x
COCCNC(=O)/C(C#N)=C/c1ccccc1Br | u | x
COc1ccc(N2CC(C(=O)O)CC2=O)cc1 (stereo not drawn) | -2.8% | 7.2
CCCCC(Sc1nc(N)c(NC(=O)c2ccc(OC)cc2)c(=O)[nH]1)C(=O)O (stereo not drawn) | u | x
CCCC(=O)Nc1ccc(-c2csc(NNC(C)=O)n2)cc1 | u | x
CCOc1ccc(-c2nnn(CC(=O)c3ccc4c(c3)OCCO4)n2)cc1 | u | x
CCOCCCNC(=O)c1ccc(OC(C)=O)cc1 | u | x
Cc1cccc(C2=N/C(=C\c3cccs3)C(=O)O2)c1 | u | x
COc1cc(C(=O)Nc2nc(N)n(-c3ccccc3)n2)cc(OC)c1OC | u | x
Cc1cccc(NC(=S)Nn2cnnc2)c1C | 0.7% | -4.5

The results go on:
compound | Lipid storage S3 | Lipid storage S3 cell count max
Cc1cccc(C(=O)Oc2csc(=S)n2C(=O)c2cccc(C)c2)c1 | 11.9% | 8.5
COc1ccc(OC)c(C2=NS(=O)(=O)N(C)C(C(=O)N3CCC4(CC3)OCCO4)=C2)c1 | -13.4% | -2.1
CCOC(=O)c1c(N)n(C2CC(C)(C)NC(C)(C)C2)c2nc3ccccc3nc12 | u | x
O=C1NC2(CCCC2)N=C1c1ccc(F)cc1 | u | x
Cc1cc(SCC(=O)c2cccs2)nc2ccccc12 | -7.4% | -6.1
CCNC(=S)N1CCN(c2nc(-c3cccc(OC)c3)cs2)CC1 | u | x
Cc1c(NC(=O)C(C)OC(=O)c2cc(-c3cccc4ccccc34)nc3ccccc23)c(=O)n(-c2ccccc2)n1C (stereo not drawn) | 0.0% | -13.2
Nc1nnc(SCC(=O)c2ccccc2)s1 | 12.2% | -10.2
NS(=O)(=O)c1ccc(CCNC(=O)c2cnccn2)cc1 | u | x
Cc1ccc(Cn2c(=O)c3ccccc3n3c(CCC(=O)NCCN4CCOCC4)nnc23)cc1 | u | x
Cc1ccc(OCCOCCN(C)C)c(Cl)c1 | u | x
CCOC(=O)CSc1nc2ccc(C)cc2[nH]1 | 9.9% | 4.1
N#Cc1ccc(-c2cccnc2)nc1SCC(=O)Nc1sc2c(c1C#N)CCC2 | u | x
Cc1cccc(NC(=O)C2(c3cccs3)CCOCC2)c1 | 20.7% | 8.5
COc1cc2nc(SCc3c(C)noc3C)n(CCC3=CCCCC3)c(=O)c2cc1OC | u | x
Cc1ccc(C)c(C(=O)CN2C(=O)NC3(CCc4ccccc43)C2=O)c1 (stereo not drawn) | u | x
Cc1ccc(S(=O)(=O)Nc2ccc(N3CCOCC3)cc2)cc1[N+](=O)[O-] | u | x
COc1ccc(S(=O)(=O)N2CC(=O)Nc3ccccc32)cc1 | i | 23.2
COc1ccc(CCNC(=O)CSc2nc3[nH]ncc3c(=O)n2-c2ccc(Br)cc2)cc1OC | u | x
Nc1ccc(-c2cc3ccccc3oc2=O)cc1 | i | x
CCCC(OC(=O)CC1Sc2ccccc2NC1=O)C(=O)NCc1ccco1 (stereo not drawn) | i | x
COc1cc(/C=C/C(=O)OCc2c(C)noc2C)ccc1OC(F)F | u | x
COc1ccc(NC(=O)N2CCCCC2)cc1 | -5.7% | -2.4
COc1ccccc1NC(=O)COc1ccccc1C(=O)c1cnn(-c2ccccc2)c1 | -5.4% | -15.8
Cc1sc2ncnc(N3CCC(C(=O)NNC(=O)COc4ccccc4F)CC3)c2c1C | u | x

(listing goes on)
Under each structure: Lipid storage S3	Lipid storage S3 cell count max
- O=C(c1ccc(Cl)cc1Cl)N1CCN(c2ccccn2)CC1
  -4.5%	4.7
- N#C/C(=C\c1ccc(Cl)cc1)c1nc2ccccc2o1
  u	x
- CC(C(=O)Nc1ccc2c(c1)OCO2)N(c1ccc(Cl)cc1)S(C)(=O)=O (stereo not drawn)
  u	x
- Cc1ccc2[nH]c(C(=O)N/N=C/c3ccccc3O)c(C)c2c1
  u	x
- CN1C[C@@H]2C(c3ccccc3)C3(c4ccc(C#N)cc4)CC2(C3)[C@H]1c1ccccc1 (stereo partly drawn)
  0.6%	-11.5
- NC(=O)c1c(NC(=S)Nc2ccccc2)sc2c1CCCC2
  -0.3%	11.3
- CC(=O)Nc1ccc(Nc2cc(C)nc3c(-c4ccccc4)c(C)nn23)cc1
  u	x
- O=c1[nH]cnc2onc(-c3ccc(F)cc3)c12
  u	x
- Cn1nnnc1SCc1cccc2ccccc12
  2.1%	-12.3
- CCOC(=O)COc1ccc(S(=O)(=O)Nc2ccc(C)cc2)cc1
  i	11.3
- CCc1c(C)nc2cc(-c3cc(OC)cc(OC)c3)nn2c1N1CCCC1
  u	x
- CC(=O)c1cccc(NC(=S)NC(=O)Cc2ccc(Cl)cc2)c1
  0.6%	-15.2
- COc1cc(C(C)=O)ccc1COc1ccc(C(=O)OCC(N)=O)cc1OC
  -1.1%	-10.7
- CC(C)(C)C1CCC(=NNC(=S)NCc2ccccc2)CC1 (stereo not drawn)
  u	x
- O=C(Cc1c(F)cccc1Cl)Nc1ccccn1
  i	x

Entries from the list above containing a CF3 group:
Under each structure: Lipid storage S3	Lipid storage S3 cell count max
- O=S(=O)(NCc1ccccc1)NCc1cccc(C(F)(F)F)c1
  u	x
- Cc1nnc(SCC(=O)Nc2cc(C(F)(F)F)ccc2Cl)n1C
  u	x

(more compounds)
Under each structure: Lipid storage S3	Lipid storage S3 cell count max
- CC(C)OC(=O)c1ccc(OC(=O)c2cccnc2)cc1
  i	x
- O=C(Nc1ccc2c(c1)OCCO2)c1cccnc1
  u	x
- CCOc1ccc(S(=O)(=O)Nc2ccc3c(c2)c2c(n3S(=O)(=O)c3ccc(OCC)cc3)CCCC2=O)cc1
  u	x
- Cc1cnc(NC(=O)CSc2nnc(COc3c(C)cccc3C)o2)s1
  u	x
- COc1cccc(CN(CC(=O)NC2CCCC2)C(=O)c2csnn2)c1
  i	12.6
- Clc1cccc(Cl)c1CSc1nnc2ccccn12
  5.0%	-1.5
- COC(=O)CN1C(=O)N/C(=C/c2ccc(OC)c(C)c2OC)C1=O
  u	x
- O=C(CN1CCC(Cc2ccccc2)CC1)NC(=O)NCc1ccccc1
  13.7%	8.8
- Nc1nc(C(=O)N2CCOCC2)nn1S(=O)(=O)c1ccccc1
  u	x
- CC(OC(=O)c1cc(=O)[nH]c2ccccc12)C(=O)N1C(C)CCCC1C (stereo not drawn)
  u	x
- COCCn1nnnc1SCC(=O)c1ccccc1
  20.6µM*	2.9*
- CSc1ccc(CNc2nc3ccccc3n3cnnc23)cc1
  u	x
- COC(=O)C(O)(CC(=O)Nc1ccc(Cl)cc1F)C(F)(F)F (stereo not drawn)
  i	0.9
- COc1cccc(/C(O)=C2/C(=O)C(=O)N(Cc3ccco3)C2c2ccncc2)c1 (stereo not drawn)
  -10.2%	-2.1
- Cc1cccc(C(=O)N[C@H](C(=O)NCCc2ccc(Cl)cc2)C(C)C)c1
  u	x

Next part.
Under each structure: Lipid storage S3	Lipid storage S3 cell count max
- O=C(Nc1nc2ccccc2[nH]1)c1ccc(F)cc1
  i	-25.4
- CCCc1sc(N2CCCC(C(N)=O)C2)nc1-c1ccccc1 (stereo not drawn)
  u	x
- COc1ccc(S(=O)(=O)N(C(=O)c2ccco2)c2cc3sc(=O)oc3c3ccccc23)cc1
  u	x
- COc1cc(C2C(N3C(=O)c4ccccc4C3=O)C(=O)N2c2cccc(C)c2)cc(OC)c1OC (stereo not drawn)
  -0.4%	1.1
- CCC(CC)c1nnc(NC(=O)c2cc([N+](=O)[O-])ccc2N2CCCCC2)s1
  u	x
- COc1ccc(Br)cc1CN(C)CC(=O)Nc1cc(Cl)cc(Cl)c1
  i	x
- N#Cc1ccc(-c2ccccc2)nc1SCC(=O)c1cc2ccccc2oc1=O
  u	x
- CCN(CC)c1ccc(Nc2nc(N3CCOCC3)c3ccccc3n2)cc1
  u	x
- NC(=O)C1CCN(C(=O)COc2ccc3c(c2)oc(=O)c2ccccc23)CC1
  u	x
- CN(C)c1ccc(NC(=O)c2ccc3nc[nH]c3c2)cc1
  u	x
- Cc1ccc(NC(=O)c2cc(=O)[nH]c3ccc(S(=O)(=O)N4CCOCC4)cc23)cc1
  -9.8%	5.5
- CNc1nc(-c2ccccc2)nc(-c2ccccc2)c1C#N
  u	x
- Cc1ccc(-n2ncc3c(SCc4ccccc4)ncnc32)cc1
  -1.9%	8.1
- Cc1ccc(-c2c(NCCc3ccccc3)c(=O)c2=O)cc1
  u	x
- O=C(Nc1ncn[nH]1)c1ccc([N+](=O)[O-])cc1[N+](=O)[O-]
  -3.9%	11.5
